# GAA glycogen: GAA glycogen-cleavage inhibition or activation; P10253; recombinant GAA, glycogen substrate, Amplex Red glucose oxidase fluorescence; Potency, µM (series often up to 76.4 µM), for the others: top-dose activity change, negative = inhibition, most hits filed as inhibitors; 0.38% of 300,000 active; AID 2100;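 also: potency is read from the fitted curve at half-maximal effect; 0% = full enzyme reaction and -100% = no-enzyme basal signal; the screen sought inhibitors and activators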
#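 Recombinant human alpha-glucosidase (4 nM final) hydrolysed bovine liver glycogen (30 ug) for 40 min at 37 C in pH 5.0 citrate/phosphate with 0.01% Tween-20. Released glucose detected by glucose oxidase/Amplex Red, Ex 573/Em 610 nm. Compounds up to 77 uM; AC50 from Hill fits.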
# CBFb RUNX1 block: blocks binding between human CBF-beta and RUNX1 | Q01196+Q13951 | AlphaScreen CBFb-His/RUNX1-biotin binding, biochemical | Potency, µM (top dose mostly 59.8 µM), without a hit: at the highest dose activity, negative = inhibition, usual class: inhibitors | 230,000 tested, under 10 active; also: % of control where 0% means no effect
# Target sequence (Q01196 whole entry, looked up): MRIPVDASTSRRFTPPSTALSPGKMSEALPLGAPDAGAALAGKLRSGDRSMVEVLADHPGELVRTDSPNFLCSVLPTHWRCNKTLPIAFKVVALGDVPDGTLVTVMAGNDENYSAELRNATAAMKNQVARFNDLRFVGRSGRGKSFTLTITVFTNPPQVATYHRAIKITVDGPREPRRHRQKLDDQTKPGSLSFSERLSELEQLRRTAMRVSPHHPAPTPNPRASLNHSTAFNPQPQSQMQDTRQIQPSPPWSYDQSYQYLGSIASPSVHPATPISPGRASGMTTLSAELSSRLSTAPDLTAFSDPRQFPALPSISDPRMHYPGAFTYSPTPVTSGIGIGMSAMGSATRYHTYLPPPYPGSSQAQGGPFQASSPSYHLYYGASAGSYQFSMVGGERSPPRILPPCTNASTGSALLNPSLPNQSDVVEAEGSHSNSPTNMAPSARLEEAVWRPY
# Target sequence (Q13951 whole entry, looked up): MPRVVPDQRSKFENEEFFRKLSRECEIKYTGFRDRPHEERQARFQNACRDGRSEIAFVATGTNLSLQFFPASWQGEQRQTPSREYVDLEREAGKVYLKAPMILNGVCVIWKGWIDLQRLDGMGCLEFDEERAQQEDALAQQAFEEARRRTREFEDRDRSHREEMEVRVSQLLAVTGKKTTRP
#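 AlphaScreen binding: CBFb-His and RUNX1-biotin (30 nM each) preincubated 20 min, compound added for 15 min, then nickel and streptavidin beads for 90 min, all at room temperature. Disruption of the interaction by any mechanism counts as activity.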
# HttQ103 aggreg: reduces HttQ103-GFP aggregates in PC12 cells; PC12 HttQ103-GFP aggregates, Acumen cytometry, 40 h; Potency, µM (titrated, usually from 46.1 µM), inactives show at the top dose activity change, negative = inhibition, usual class: inhibitors; 1.1% of 220,000 active; AID 1688; also: potency is read from the fitted curve at half-maximal effect; % is scaled to controls: 0 for no effect and ±100 for the full control effect; nearly all actives have a fitted effect of over 60% in size
#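 Read-out: GFP aggregate count by laser scanning cytometer (488 nm excitation, 500-530 nm emission, 1–25 µm objects >6 SD above background). Cells: PC12, inducible HTTex1-Q103-GFP, 100 nM tebufenozide; compounds titrated.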
# LMNA splice mod: LMNA splicing modulation | HeLa LMNA splicing GFP/RFP minigene ratio, 48 h | Potency, µM (titrated, usually from 46.1 µM), inactives show top-dose ratio change, negative = inhibition, usual class: inhibitors | 0.01% of 200,000 active | AID 1487; active = well fitted inhibition curve with a large enough effect in the signal ratio, with a control signal flat, not every such curve was filed as active; inconclusive = small, poorly fitted or top-dose-only effect, or effect the other way, or a change in a side signal; the % refers to the signal ratio; also: potency is read from the fitted curve at half-maximal effect; % is scaled to controls: 0 for no effect and ±100 for the full control effect
#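 Read-out is the ratio of GFP to DsRed2 object intensity, acquired by 488 nm laser-scanning cytometry on HeLa lamin A-EGFP minigene reporter cells. Compound incubation 48 hrs at 37 °C in Opti-MEM with 2% FBS; DMSO 0.5% final.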
# GAA inhib: inhibitors of human lysosomal alpha-glucosidase; P10253; purified human GAA, 4-MU-alpha-glucoside fluorescence; Potency, µM (highest dose often 76.9 µM), for the others: at the top dose activity change, negative = inhibition, hits mostly inhibitors; 0.005% of 200,000 active;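 also: potency is read from the fitted curve at half-maximal effect; plate controls were uninhibited enzyme wells for no effect and no-enzyme background for full effect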
#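 Compounds are titrated up to 77 uM against 4 nM human enzyme. Substrate 4-methylumbelliferyl-alpha-D-pyranoside (400 uM) reacts 20 min at room temperature in pH 5.0 buffer; liberated 4-methylumbelliferone is read at 440 nm.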
# GAA spleen mod: lysosomal alpha-glucosidase (human) modulation; P10253; human spleen homogenate, 4-MU-alpha-glucoside fluorescence; Potency, µM (highest dose often 79.9 µM), without a hit: at the highest dose activity change, negative = inhibition, actives largely listed as inhibitors; 0.006% of 240,000 active; AID 2112;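 also: potency is read from the fitted curve at half-maximal effect; 0% = enzyme with vehicle and -100% = no enzyme basal signal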
#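 Human spleen homogenate (1 ug) with 4-methylumbelliferyl-alpha-D-glucopyranoside (1 mM final) in 50 mM citrate/phosphate pH 5.0, 0.01% Tween-20; 40 min at 37 C. Stopped at pH 10; 4-MU fluorescence Ex 365/Em 440 nm; AC50 by Hill fit.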
# HTT cytoprotect: Huntington cell model cytoprotection by ATP luminescence; PC12 HTT-Q103 induced, cytoprotection, ATP luminescence, 40 h; 0.14% of 230,000 active; Potency, µM (doses to about 56.4 µM), without a hit: cytoprotection (ATP increase), hits mostly activators; AID 1471;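 also: potency is read from the fitted curve at half-maximal effect; % of control where 0% means no effect; nearly all actives have a fitted effect of over 45% in size; toxic huntingtin expression switched on by the ecdysone agonist tebufenozide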
#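 PC12 cells stably carrying ecdysone-inducible Htt exon 1 (Q103)–GFP were induced with 100 nM tebufenozide (final) alongside library compounds in a dose series. Cytoprotection was scored as retained ATP by ATPlite luminescence.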
# Active calls of the source: *; ? = inconclusive; / = no result given; [ ] = another dose, or the depositor's remark. Unless noted, calls follow the shape of the dose curve; as a rule, active = well fitted curve in the direction sought with a large enough effect; inconclusive = small, poorly fitted or top-dose-only effect, or another doubt; inactive = no such curve, though single readings can be large; an effect the other way counts as inactive or inconclusive.
SMILES,GAA glycogen,CBFb RUNX1 block,HttQ103 aggreg,LMNA splice mod,GAA inhib,GAA spleen mod,HTT cytoprotect
CC(=O)c1cc2c(cc1NC(=O)CCCC(=O)O)OCO2,-6%,1%,13%,5%,2%,-14%,-8%
CC(C)(C)c1ccc(NC(=O)COC(=O)C2(C)CC2(Cl)Cl)cc1 (centres undefined),-14%,15%,-10%,?,-14%,-3%,-17%
Cn1cnc([N+](=O)[O-])c1C(=O)Nc1cccc([N+](=O)[O-])c1,12%,-10%,3%,-2%[46 µM],-1%,-9%,22%
COC(=O)c1ccccc1NC(=O)C1CCCCC1C(=O)O (centres undefined),-17%,15%,8%,-10%,6%,4%,21%[10 µM]
COc1ccc(C2C(C(C)=O)=C(O)C(=O)N2Cc2cccnc2)cc1 (centres undefined),3%,-11%,-28%,3%,-1%,-5%,12%[10 µM]
O=C(Nc1cccc([N+](=O)[O-])c1)C1C2CC/C=C\CCC21 (centres undefined),1%,1%,-14%[9.22 µM],/,/,2%,-2%[10 µM]
COc1ccc(-c2nnc3sc(CN4C(=O)c5ccccc5C4=O)nn23)cc1,1%,6%,-11%[9.22 µM],1%,2%,7%,-22%
O=C(CSc1nc(-c2ccncc2)nn1CC(=O)N1CCCCC1)NC1CCCC1,6%,7%,9%,7%,-7%,5%,-8%[10 µM]
COc1ccc(S(=O)(=O)Nc2ccc3c(c2)OCO3)cc1C(=O)O,-12%,-3%,-3%,12%,0%,1%,-138%[inhibitor]
Cc1cc(C)n(C(=O)CNC(=O)C(c2ccccc2)c2ccccc2)n1,-1%,1%,-8%,3%,0%,-5%,12%[1.9 µM]
COc1ccc(C2(CNC(=O)C(=O)Nc3ccc(C)cc3)CCOCC2)cc1,-7%,3%,5%[9.22 µM],15%[46 µM],12%,7%,11%[10 µM]
Cc1ccc(NC(=S)NC2CC3CCC(C2)N3Cc2ccco2)cc1C (centres undefined),11%,3%,7%,-9%,-3%,0%,-10%
COc1cccc(CCc2nnc(CCC(=O)NC(C)Cc3cccs3)o2)c1 (centres undefined),-6%,12%,-4%[9.22 µM],/,/,2%,20%[10 µM]
CCCNC(=O)OC[C@H]1O[C@@H](CCO/N=C\[C@@H](NS(=O)(=O)c2ccc(C)cc2)[C@H](C)/C=C\CC(=O)OC)C=C[C@@H]1Oc1ccc(OC)cc1,/,3%[13.1 µM],/,/,/,-3%[17.4 µM],0%[10 µM]
O=C(NCCCN1CCCC1)c1ccc(CS(=O)(=O)c2ccc(Br)cc2)o1,8%,-4%,-21%,11%,2%,-4%,5%
COc1ccc(C(=O)N(CC2CCCO2)C(C(=O)NCCC(C)C)c2ccc(C)cc2)cc1OC (centres undefined),1%,5%,-8%,-7%,6%,2%,28%[10 µM]
COc1ccc(C2N(c3ccc(OC)cc3)C(=O)C3CCCN32)cc1 (centres undefined),-2%,3%,8%,0%,0%,0%,-4%
COc1ccc(NC(=O)c2cc(-c3cc(C)ccc3O)n[nH]2)cc1Cl,5%,-1%,14%,1%,-9%,3%,-19%[0.074 µM]
COc1cccc(/C=C/c2ccncc2)c1OC,-5%,8%,-30%,3%,-4%,-4%,-45%[inhibitor]
Cc1nnc(SCc2cc([N+](=O)[O-])cc3c2OCOC3)[nH]c1=O,7%,-17%,-3%[9.22 µM],/,-9%,9%,-2%[10 µM]
CC(=O)NCc1nc2ccccc2n1Cc1ccccc1F,2%,6%,19%,4%,-4%,-4%,-7%
O=S1(=O)CC2SC(=S)N(Cc3ccccc3)C2C1 (centres undefined),9%,3%,10%[9.22 µM],/,-1%,3%,4%[10 µM]
COc1ccc2[nH]c(=O)c(CN(C3CCCCC3)C(c3nnnn3Cc3ccco3)C(C)C)cc2c1 (centres undefined),5%,-11%,?,?,-2%,-10%,-19%[10 µM]
CC(C)CN(CC(C)C)S(=O)(=O)N1CCC(C(=O)NCc2cccnc2)CC1,4%,-6%,-13%,/,-6%,-15%,-34%[inhibitor]
O=C(O)CCCc1nc(-c2ccc(Cl)cc2)no1,5%,-1%,-2%[9.22 µM],1%,3%,2%,-3%
CCN=C1S/C(=C\c2ccc(O)c(OCC)c2)C(=O)N1CC,-23%,-6%,-1%,-2%,-7%,-1%,-1%[10 µM]
CCN1C(=O)C(Cc2nc3ccccc3c(=O)n2C)c2ccccc21 (centres undefined),5%,1%,5%,8%,-4%,10%,0%
Cn1c(=O)oc2cc(S(=O)(=O)N3CCCC(C(=O)NC4CCCc5ccccc54)C3)ccc21 (centres undefined),3%,-2%,22%,-21%,-3%,3%,-29%
COc1cccc(=O)c2c(C)n(-c3cc(C)cc(C)c3)c(C)c12,6%,-28%,-8%,-4%,-16%,-3%,-21%
COc1ccc(O)c(C(=O)c2cc(C(=O)NCCc3ccccc3)c(=O)n(CCc3ccccc3)c2)c1,-1%,-5%,4%,?,0%,-4%,/
CCSc1nnc(-c2ccc(S(=O)(=O)N3CCOCC3)cc2)n1CC1CCCO1 (centres undefined),8%,-3%,7%[9.22 µM],-8%,10%,-6%,-8%[10 µM]
O=C(CN1CCOCC1)N1N=C(c2cccs2)CC1c1cccs1 (centres undefined),-7%,-1%,26%[9.22 µM],-9%[46 µM],11%,4%,30%[10 µM]
CCc1c(C)c(C#N)c2[nH]c3ccccc3n2c1=S,?,-26%,-9%[9.22 µM],/,/,4%,20%[10 µM]
O=C(Nc1ccccc1-c1nc2ccccc2[nH]1)c1sc2ccccc2c1Cl,-8%,1%,6%,-1%,7%,-1%,/
CCc1nnc(SCC(=O)Nc2ccccc2Cl)nc1CC,-2%,-5%,3%,6%[46 µM],1%,-2%,?
COc1ccc(N2CCN(C(=O)C3COc4ccccc4O3)CC2)cc1 (centres undefined),-4%,-5%,-26%,11%,?,-4%,2%

# 11 entries from above, bar-delimited:
canonical_smiles | GAA glycogen | CBFb RUNX1 block | HttQ103 aggreg | LMNA splice mod | GAA inhib | GAA spleen mod | HTT cytoprotect
COc1ccc2[nH]c(=O)c(CN(C3CCCCC3)C(c3nnnn3Cc3ccco3)C(C)C)cc2c1 (centres undefined) | 5% | -11% | ? | ? | -2% | -10% | -19%[10 µM]
CC(C)CN(CC(C)C)S(=O)(=O)N1CCC(C(=O)NCc2cccnc2)CC1 | 4% | -6% | -13% | / | -6% | -15% | -34%[inhibitor]
O=C(O)CCCc1nc(-c2ccc(Cl)cc2)no1 | 5% | -1% | -2%[9.22 µM] | 1% | 3% | 2% | -3%
CCN=C1S/C(=C\c2ccc(O)c(OCC)c2)C(=O)N1CC | -23% | -6% | -1% | -2% | -7% | -1% | -1%[10 µM]
CCN1C(=O)C(Cc2nc3ccccc3c(=O)n2C)c2ccccc21 (centres undefined) | 5% | 1% | 5% | 8% | -4% | 10% | 0%
Cn1c(=O)oc2cc(S(=O)(=O)N3CCCC(C(=O)NC4CCCc5ccccc54)C3)ccc21 (centres undefined) | 3% | -2% | 22% | -21% | -3% | 3% | -29%
COc1cccc(=O)c2c(C)n(-c3cc(C)cc(C)c3)c(C)c12 | 6% | -28% | -8% | -4% | -16% | -3% | -21%
COc1ccc(O)c(C(=O)c2cc(C(=O)NCCc3ccccc3)c(=O)n(CCc3ccccc3)c2)c1 | -1% | -5% | 4% | ? | 0% | -4% | /
CCSc1nnc(-c2ccc(S(=O)(=O)N3CCOCC3)cc2)n1CC1CCCO1 (centres undefined) | 8% | -3% | 7%[9.22 µM] | -8% | 10% | -6% | -8%[10 µM]
O=C(CN1CCOCC1)N1N=C(c2cccs2)CC1c1cccs1 (centres undefined) | -7% | -1% | 26%[9.22 µM] | -9%[46 µM] | 11% | 4% | 30%[10 µM]
CCc1c(C)c(C#N)c2[nH]c3ccccc3n2c1=S | ? | -26% | -9%[9.22 µM] | / | / | 4% | 20%[10 µM]

# Further entries follow:
SMILES,GAA glycogen,CBFb RUNX1 block,HttQ103 aggreg,LMNA splice mod,GAA inhib,GAA spleen mod,HTT cytoprotect
Fc1cccc(Cl)c1CNCc1ccccc1Cl,-5%,11%,?,1%,-1%,1%,9%
CCc1nc2ccccc2[nH]c1=O,-9%,10%,2%[9.22 µM],/,/,4%,10%[10 µM]
O=C(CO/N=C/c1c(Cl)cccc1Cl)NNC(=O)c1cccc(Cl)c1,-2%,9%,10%[9.22 µM],/,/,3%,-5%[10 µM]
CCS(=O)(=O)Nc1cccc(C2=NN(S(=O)(=O)c3ccccc3)C(c3ccco3)C2)c1 (centres undefined),-3%,6%,0%[9.22 µM],/,/,-4%,-13%[10 µM]
O=C(Nc1ccc(-c2nc3ccccc3[nH]2)cc1)C1CCCO1 (centres undefined),3%,3%,17%,13%,-3%,-6%,-155%[inhibitor][0.074 µM]
Cc1ccc(/C=N/NC(=O)CCSc2ccccc2)cc1,12%,5%,-4%,-1%,-2%,-6%,33%[10 µM]
C=CCN1CC(c2nc3ccccc3n2CCOc2ccccc2)CC1=O (centres undefined),-12%,0%,1%,-4%,4%,0%,-12%
Cc1ccc(OCCSc2nc(N)cc(N)n2)cc1,-2%,0%,-1%,/,-5%,-2%,-13%
Cc1cccc(NC(=O)C(=O)NCCCc2ccccc2)c1,-7%,11%,-29%,?,-5%,0%,-6%[10 µM]
O=C(/C=C/c1cccc(Br)c1)NCc1ccncc1,1%,-4%,1%,-5%[46 µM],-5%,7%,-4%
Cc1ccc(S(=O)(=O)N2CCCC2C(=O)N2CCCCCC2)cc1 (centres undefined),2%,23%,3%,9%,?,-10%,17%[10 µM]
O=C(CN1CCN(c2nc(-c3ccccc3)cs2)CC1)Nc1ccc2c(c1)OCO2,-15%,?,-21%,-18%,-12%,-8%,-15%
CCCn1nnc2c(=O)oc3ccccc3c21,0%,8%,-15%,-19%,-4%,-2%,3%[10 µM]
Cc1ccsc1/C=N/NC(=O)c1cccc(S(=O)(=O)Nc2ccccc2Cl)c1,-2%,-6%,-15%,?,-7%,-4%,-23%[1.9 µM]
CCOc1ccc(NC(=O)Nc2ccccc2SC)cc1,-11%,10%,-15%,/,?,-9%,-174%[inhibitor]
N#CCSc1nn(-c2ccc(F)cc2)c(=S)s1,2%,1%,12%,?,1%,-13%,-2%[10 µM]
O=C(COC(=O)c1ccc(-c2cnc3ccccc3n2)cc1)c1ccccc1,2%,1%,4%,-3%,0%,-1%,13%[10 µM]
